Pol beta inh – qHTS Assay for Inhibitors of DNA Polymerase Beta; Potency, µM (series often up to 114 µM), for the others: at the top dose activity change, negative = inhibition, hits mostly inhibitors; P06746; AID 485314, 2010; 340,000 compounds, 1.3% hits; Pol beta primer extension/strand displacement, fluorescence kinetic; note: % is set by controls: 0 for no effect and ±100 for the full control effect
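Kinetic readout of DNA synthesis with strand displacement by Pol beta. Compound and 10 nM enzyme sit 15 min at room temperature; 50 nM substrate starts the reaction, read immediately and at 10 min.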
POLH inh – qHTS for Inhibitors of Polymerase Eta. DNA polymerase eta (Homo sapiens), Q9Y253. recombinant Pol eta, fluorescent DNA replication assay. Potency, µM (highest dose often 114 µM), for the others: at the highest dose activity change, negative = inhibition, hits mostly inhibitors. 390,000 compounds, 1.2% hits. AID 588591, 2011; note: % is set by controls: 0 for no effect and ±100 for the full control effect
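Pol eta (10 nM) was preincubated with compounds for 15 min at room temperature, after which fluorescent replication substrate (50 nM final) was added to start the reaction. Fluorescence was read kinetically at 0 and 10 min.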
Pol kappa inh – qHTS for Inhibitors of Polymerase Kappa; DNA polymerase kappa (Homo sapiens), Q9UBT6; purified Pol kappa, fluorescent DNA synthesis assay, 10 min; Potency, µM (highest dose often 107 µM), without a hit: at the highest dose activity, negative = inhibition, actives largely listed as inhibitors; 400,000 compounds, 0.53% hits; note: % is set by controls: 0 for no effect and ±100 for the full control effect
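Enzyme at 10 nM met test compounds for 15 min at room temperature. Substrate addition (50 nM final) began the reaction, which was monitored by fluorescence at 0 and 10 min.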
BLM helicase inh – qHTS Assay for Inhibitors of Bloom's syndrome helicase (BLM). recombinant BLM DNA unwinding, fluorescence dequenching. AID 2528, 2010. Potency, µM (doses to about 56.1 µM), for inactives: top-dose activity change, negative = inhibition, actives largely listed as inhibitors. 350,000 compounds, 0.2% hits;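 note: plate controls were vehicle for no effect and no enzyme for full effect; nearly all actives have a fitted effect of over 35% in size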
POLI inh – qHTS for Inhibitors of Polymerase Iota | DNA polymerase iota (Homo sapiens), Q9UNA4 | Pol iota fluorescent replication assay, 10 min | Potency, µM (highest dose often 115 µM), for the others: top-dose activity, negative = inhibition, actives largely listed as inhibitors | 390,000 compounds, 1% hits | AID 588590, 2011
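Pol iota at 10 nM preincubated 15 min with compounds at room temperature; reaction started with fluorescent substrate, 50 nM final. Fluorescence read kinetically at 0 and 10 min; buffer-only wells as negative control.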
G9a block – qHTS Assay for Inhibitors of Histone Lysine Methyltransferase G9a. Histone-lysine N-methyltransferase EHMT2 (Homo sapiens), Q96KQ7. G9a H3K9 monomethylation, AlphaScreen, 2 h. Potency, µM (series often up to 102 µM), for the others: at the highest dose activity, negative = inhibition, hits mostly inhibitors. 350,000 compounds, 8.8% hits; note: % is set by controls: 0 for no effect and ±100 for the full control effect; nearly all actives have a fitted effect of over 75% in size
Target sequence (Q96KQ7 913-1193 limits assumed): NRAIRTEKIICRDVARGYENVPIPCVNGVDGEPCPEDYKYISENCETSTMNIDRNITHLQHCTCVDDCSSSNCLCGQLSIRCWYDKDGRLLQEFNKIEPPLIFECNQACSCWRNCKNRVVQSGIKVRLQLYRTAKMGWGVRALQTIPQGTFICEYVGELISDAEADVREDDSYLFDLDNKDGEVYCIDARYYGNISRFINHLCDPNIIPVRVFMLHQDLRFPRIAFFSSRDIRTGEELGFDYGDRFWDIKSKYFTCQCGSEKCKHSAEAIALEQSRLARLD
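Quantitative HTS format: methyltransferase activity on a biotin-tagged H3K9 peptide is measured by AlphaScreen, using a rabbit anti-monomethyl-H3K9 antibody with streptavidin donor and anti-IgG acceptor beads. Final levels are 20 nM enzyme, 500 nM peptide, 20 uM SAM; 2 h RT.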
Anesthetic bind – qHTS Assay for Identification of Novel General Anesthetics | AID 485281, 2010 | apoferritin/1-aminoanthracene competitive binding, fluorescence | Ferritin light chain (Equus caballus), P02791 | Potency, µM (series often up to 77.5 µM), without a hit: top-dose activity change, negative = displacement, most hits filed as inhibitors | 350,000 compounds, 0.074% hits; note: % is set by controls: 0 for no effect and ±100 for the full control effect; nearly all actives have a fitted effect of over 20% in size
Target sequence (P02791 2-175 limits assumed): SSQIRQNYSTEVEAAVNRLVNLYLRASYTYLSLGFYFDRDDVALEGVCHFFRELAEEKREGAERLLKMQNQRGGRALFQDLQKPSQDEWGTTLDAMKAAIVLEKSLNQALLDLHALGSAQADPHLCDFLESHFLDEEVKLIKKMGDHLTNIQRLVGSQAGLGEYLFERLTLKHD
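Concentration-response curves derived by four-parameter Hill fitting of normalized fluorescence, where compounds displaced 1-AMA from 10 uM horse apoferritin following a brief 10 min room-temperature incubation; propofol titration acted as positive control.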
BAZ2B block – qHTS Assay for Inhibitors of BAZ2B | Bromodomain adjacent to zinc finger domain protein 2B (Homo sapiens), Q9UIF8 | AlphaScreen BAZ2B-H3K14Ac peptide displacement | 360,000 compounds, 4.4% hits | Potency, µM (titrated, usually from 114 µM), for inactives: at the top dose activity change, negative = inhibition, most hits filed as inhibitors; note: % is set by controls: 0 for no effect and ±100 for the full control effect; nearly all actives have a fitted effect of over 60% in size
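In this displacement format the biotinylated H3(5-23) peptide acetylated at Lys14 serves as ligand at 50 nM, with BAZ2B at 50 nM in PBS pH 7.4 containing 0.01% Tween-20. Donor and acceptor beads are 10 ug/mL final.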
APEX1 inh – qHTS Assay for Inhibitors of the Human Apurinic/apyrimidinic Endonuclease 1 (APE1). recombinant APE1, TAMRA/BHQ-2 abasic DNA cleavage fluorescence. 350,000 compounds, 0.35% hits. AID 2517, 2012. DNA repair nuclease/redox regulator APEX1 (Homo sapiens), P27695. Potency, µM (highest dose often 65.8 µM), without a hit: at the highest dose activity change, negative = inhibition, actives largely listed as inhibitors;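 note: plate controls were vehicle for no effect and reference inhibitor for full effect; nearly all actives have a fitted effect of over 55% in size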
Target sequence (P27695 whole entry, looked up): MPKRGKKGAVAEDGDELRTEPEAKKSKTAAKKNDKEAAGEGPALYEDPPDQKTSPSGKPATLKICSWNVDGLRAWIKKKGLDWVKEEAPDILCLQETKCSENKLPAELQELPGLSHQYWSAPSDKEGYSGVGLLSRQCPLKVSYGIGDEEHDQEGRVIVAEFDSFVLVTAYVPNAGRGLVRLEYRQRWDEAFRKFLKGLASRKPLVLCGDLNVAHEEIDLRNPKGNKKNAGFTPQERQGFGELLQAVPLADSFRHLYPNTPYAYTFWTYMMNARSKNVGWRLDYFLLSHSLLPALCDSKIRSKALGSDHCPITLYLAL
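Substrate: short duplex with […] THF abasic site, 5'-TAMRA and 3'-BHQ-2, 50 nM final. APE1 at 0.75 nM, preincubated 15 min RT with compound. Fluorescence increase from first to third read measured activity.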
* marks the source's active call; other numbers are inactive results; ? = inconclusive; / = no result given; & = joins results of further samples; [ ] = another dose, or the depositor's remark. Calls come from the whole dose curve; as a rule, active = well fitted curve in the direction sought with a large enough effect; inconclusive = small, poorly fitted or top-dose-only effect, or another doubt; inactive = no such curve, though single readings can be large; an effect the other way counts as inactive or inconclusive. Potency is the fitted concentration of half-maximal effect. Not all compounds are listed; the hit share may differ from the screen's.

Fields: Pol beta inh | POLH inh | Pol kappa inh | BLM helicase inh | POLI inh | G9a block | Anesthetic bind | BAZ2B block | APEX1 inh
Cc1ccc(C)c(OCC(=O)Nc2nc3ccc([N+](=O)[O-])cc3s2)c1C
 : 1% | -11% | 2% | -5% | -4% | -4%[12.7 µM] | -12% | 0% | 1%
COc1ccc(NC(=O)CN(C)C(=O)c2cccc(S(=O)(=O)N3CCN(Cc4ccccc4)CC3)c2)cc1
 : -82% | 7% | -6% | -19% | 9% | 18µM* | -13% | ? | 7%
O=C1OC(NC(=O)c2ccccc2)C(N2CCOCC2)=C1Cl (centres undefined)
 : -10% | -11% | -4% | -10% | / | -42% | 5% | -3% | 2%
CC(C)(C)c1ccc(C(=O)OCCNC(=O)c2c(Cl)nc3ccccn23)cc1
 : 21% | -16% | -17% | -16% | 0% | -38% | -24% | 0% | -3%
CC(O)CNCCCCOc1ccc(OCc2ccccc2)cc1 (centres undefined)
 : 34% | -21% | -14% | -9% | 136%[activator] | 15%[59 µM] | ? | ? | 19%
COc1cc(C)nc(N(C)S(=O)(=O)c2ccccc2Cl)n1
 : 3% | -10% | -1% | -3% | -3% | 4%[59 µM] | -14% | 1% | -2%
Cc1ccc2nc3c(cc(C(=O)NC4CCS(=O)(=O)C4)n3Cc3ccccc3)c(=O)n2c1 (centres undefined)
 : 0% | -18% | -7% | -7% | 34%[activator] | / | 144%[activator] | -1% | 6%
CCOc1ccc(CCNC(=O)C2CSC3(C)CCC(=O)N23)cc1OCC (centres undefined)
 : -18% | -1% | -6% | -4% | -6% | 22% | -5% | -3% | 13%
CCCn1ccc2c(OCC(=O)Nc3ccc(OC)c(OC)c3)cccc2c1=O
 : 11% | -20% | -9%[60.1 µM] | -4% | 13% | -4%[59 µM] | -12% | -14% | /
CCOC(=O)N1CCN(C(=O)c2cc3c(s2)-c2c(C)cccc2OC3)CC1
 : 25% | -1% | -7% | -5% | -27% | 62%[activator] | 74%[activator] | 3% | -29%
COc1cc(O)c(C(=O)O)c(CCc2ccccc2)c1
 : / | 2% | -5% | / | 4% | / | / | / | -5%
COc1cc(COc2ccc3c(C)c(CC(=O)O)c(=O)oc3c2C)cc(OC)c1OC
 : 25% | -7% | -2% | -3% | -19% | 9% | -4% | -13% | 0%
O=[N+]([O-])c1ccccc1S(=O)(=O)Nc1ccc(S(=O)(=O)N2CCCC2)cc1
 : / | 2% | -4% | / | 2% | / | / | / | 19%
C[C@H](CO)N1C[C@H](C)[C@@H](CN(C)S(=O)(=O)c2ccccc2)Oc2ccc(NS(=O)(=O)c3cn(C)cn3)cc2C1=O
 : / | 4% | -7% | / | -6% | / | / | / | 10%
Cc1cccc(-c2nc3ccccc3n3c(-c4ccccc4)c4c(=O)n(C)c(=O)n(C)c4c23)c1
 : -3% | -7% | -21% | -8% | ? | ? | 34% | -12% | /
Cc1ccc2c(c1)cc(C(=O)NCc1ccccc1C)n2C
 : 1% | -19% | -4% | -3% | 26% | 7%[59 µM] | 5% | 0% | /
O=C(Cc1ccccc1)N/N=C/c1ccc2c(c1)OCO2
 : -26% | -3% | 1% | 2% | 10% | 5% | -4% | 1% | -11%
COc1cccc(-n2c(SCC(=O)c3c[nH]c4ccccc34)nc3ccccc3c2=O)c1
 : 22% | 0% | -19% | 0% | ? | 11%[59 µM] | -4% | -22% | -1%
CC(C)OCCCNC(=O)c1ccc2c(c1)S(=O)(=O)c1ccccc1C2=O
 : -7% | -10% | -8% | 1% | 9% | 22% | -10% | -20% | -2%
Cc1cc(-c2ccc(C)c(S(=O)(=O)Nc3ccccn3)c2)on1
 : -8% | 5% | 26% | -2% | -11% | -3%[59 µM] | 0% | -4% | /
Cn1c(CNS(=O)(=O)c2ccc(Cl)cc2)cc(=O)n(C)c1=O
 : 11% | 1% | -11% | 1% | -9% | -10% | 6% | -11%[57.1 µM] | 22%
Cc1cccc(N=C2NC(=O)/C(=C3/C(=O)N(C)c4ccccc43)S2)c1C
 : -20% | -3% | 5% | -4% | -7% | ? | -19% | -13% | -1%
O=C(Nc1ccc(F)cc1F)c1cc(-c2ccccc2O)no1
 : 0% | 1% | -9% | -7% | 10% | -8%[59 µM] | 9% | -4% | /
Cc1ccnc(SCC(=O)Nc2oc(-c3ccccc3)c(-c3ccccc3)c2C#N)n1
 : 13% | -14% | -16% | -5% | -8% | -2%[59 µM] | -10% | 10% | 10%
CCc1nnc(SCC(=O)N(C)c2ccccc2)c2cc3sccc3n12
 : -6% | 18% | -5% | 1% | 6% | -7%[59 µM] | -16% | -14% | /
COc1ccccc1OCCNC(=O)CN(c1cccc(C)c1)S(=O)(=O)c1ccccc1
 : -1% | -17% | -11% | -6% | 6% | 33% | 2% | 0% | 45%
O=C(O)c1cccn1Cc1ccccc1F
 : 9% | -19% | -9% | -4% | 6% | -33% | -6% | -10% | -4%
Cc1ccc(CCNC(=O)c2cccc(NC3=NC4CS(=O)(=O)CC4S3)c2)cc1 (centres undefined)
 : -13% | -7% | 0% | 2% | 11% | ? | -12% | -6% | 16%
CCc1nnc(NC(=O)C2CCN(C(=O)c3ccco3)CC2)s1
 : 0% | -3% | 0% | -6% | 39%[activator] | ? | 2% | -11% | 45%[activator]
CCc1cccc(N(C)C(N)=Nc2cccc3ccccc23)c1
 : -7%[57.1 µM] | 2%[57.1 µM] | 5%[60.1 µM] | 2%&-4% | -11%[58.9 µM] | -42%&-35%[12.7 µM] | -13% | -2% | -2%&-5%
O=C(Nc1cc(S(=O)(=O)N2CCOCC2)ccc1N1CCOCC1)c1ccccc1[N+](=O)[O-]
 : / | -1% | 0% | / | 13% | / | / | / | 2%
CCCS(=O)(=O)N1CCN(C(=O)c2cc(OC)cc(OC)c2)CC1
 : 0% | -3% | -3% | -2% | 10% | -12%[12.7 µM] | 4% | 10% | 1%
COc1ccc(Cc2nnc(SCC(=O)NC3CCCCC3)n2C)cc1
 : -3% | -3% | -6% | 0% | 22% | ? | -5% | -1% | -3%
COc1ccc(Cl)cc1NC(=O)C(=O)N/N=C/c1cc(C)n(-c2ccc(C)cc2)c1C
 : 0% | -5% | -2%[60.1 µM] | -6% | -21% | 18%[12.7 µM] | -5% | 1% | -3%
O=C(C1=C[C@@H](c2ccccc2)C[C@@H](OCc2ccc(CO)cc2)O1)N1CCN(Cc2ccc3c(c2)OCO3)CC1
 : -1% | -25% | -4% | -10% | 13% | -3%[12.7 µM] | 65%[activator] | ? | -6%
CC(=O)c1ccc(-n2nnnc2SCC(=O)Nc2sc(C)c(C)c2C#N)cc1
 : ? | -6% | -7% | -10% | 0% | -14% | -1% | 7% | -10%
COc1cccc(C=Nc2ccccc2C(=O)Nc2ccccc2)c1O
 : 14% | -23% | -7% | -19% | 27% | -36%[59 µM] | -1% | -14% | -9%
CO/N=C(\N)c1nonc1N
 : 1% | -2% | -11% | 1% | -8% | 15% | -5% | 3% | -4%
Cc1cc(Cl)ccc1OCC(=O)N/N=C/c1ccncc1
 : 0% | -16% | 12% | -2% | 24% | ? | -17% | -4% | 25%
COc1ccc(/C(C)=N/NC(=O)CNC(=O)c2cccnc2)cc1
 : 11% | -18% | 2% | -1% | 40%[activator] | 13% | ? | -15% | 52%[activator]

Random excerpt: 3 compounds from above, in no set order.
Fields: Pol beta inh | POLH inh | Pol kappa inh | BLM helicase inh | POLI inh | G9a block | Anesthetic bind | BAZ2B block | APEX1 inh
CC(=O)c1ccc(-n2nnnc2SCC(=O)Nc2sc(C)c(C)c2C#N)cc1
 : ? | -6% | -7% | -10% | 0% | -14% | -1% | 7% | -10%
COc1ccc(Cl)cc1NC(=O)C(=O)N/N=C/c1cc(C)n(-c2ccc(C)cc2)c1C
 : 0% | -5% | -2%[60.1 µM] | -6% | -21% | 18%[12.7 µM] | -5% | 1% | -3%
COc1ccc(/C(C)=N/NC(=O)CNC(=O)c2cccnc2)cc1
 : 11% | -18% | 2% | -1% | 40%[activator] | 13% | ? | -15% | 52%[activator]

(next part)
Fields: Pol beta inh | POLH inh | Pol kappa inh | BLM helicase inh | POLI inh | G9a block | Anesthetic bind | BAZ2B block | APEX1 inh
O=C(NC1CCCCC1)c1ccc(Cn2c(SCc3ccccc3)nc3cccnc32)cc1
 : -13% | 12% | -10% | -2% | ? | -19%[59 µM] | 7% | -11% | /
CCNC(=O)/C(=C/c1ccco1)NC(=O)/C=C/c1ccccc1
 : 10% | 4% | -23% | 1% | 17% | / | -14% | -2% | 3%
COc1ccc(NC(=O)CSC2=Nc3ccccc3C3=NC(CCC(=O)NCCc4ccccc4)C(=O)N23)c(OC)c1 (centres undefined)
 : 2% | -2% | -4%[60.1 µM] | 3% | 2% | -5%[59 µM] | ? | -14% | /
CC(CCc1ccccc1)NC(=O)C1CCCN(C(=O)c2cc3sccc3n2C)C1 (centres undefined)
 : 15% | -17% | -4% | -6% | 7% | ? | -12% | ? | 9%
CCOc1ccc(N2C(=O)CC(NCCc3ccc(S(N)(=O)=O)cc3)C2=O)cc1 (centres undefined)
 : 16% | -4% | -3% | -3% | 1% | 25µM* | -9% | 4% | -1%
CCOC(=O)Nc1sc(NS(=O)(=O)c2ccc(C)cc2)nc1C
 : 6% | -2% | -19% | 0% | -4% | -5%[12.7 µM] | -2% | -32% | 3%
COC(=O)c1ccc(NC(=O)CSc2nnc(C3CC3)n2C)cc1
 : 4% | -6% | 6% | 1% | 22% | 18% | -4% | 1% | 32%
Cc1ccc(S(=O)(=O)N2CCN(C(=O)COC(=O)Cc3ccc(F)cc3)CC2)c(C)c1
 : / | -15% | -17% | / | 19% | -39% | / | -4% | -13%

Compound activity (PubChem BioAssay)
